Screens: PubChem, National Center for Advancing Translational Sciences (NCATS)
B2AR arrestin – qHTS assay of beta-arrestin-biased ligands of beta2-adrenergic receptor; Beta-2 adrenergic receptor (Homo sapiens), P07550; beta-arrestin recruitment to beta2AR, cell-based reporter; Potency, µM (series often up to 46.1 µM), for inactives: top-dose activation, actives largely listed as activators; 330,000 compounds, 0.02% hits; AID 492947, 2010;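 further: potency means the concentration at half of the fitted maximal effect; 0% = DMSO controls and full agonism = EC100 isoproterenol or metaproterenol; nearly all actives have a fitted effect of over 65% in size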
USP2a inh – qHTS Assay for Inhibitors of Ubiquitin-specific Protease USP2a Using CHOP2 as the Reporter. 330,000 compounds, 0.01% hits. Potency, µM (highest dose often 38.3 µM), for the others: at the highest dose activity change, negative = inhibition, hits mostly inhibitors. USP2 core, Ub-CHOP2 coupled fluorogenic reporter, 485/531. AID 463254, 2010. Ubiquitin carboxyl-terminal hydrolase 2 (Homo sapiens), O75604;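 further: potency means the concentration at half of the fitted maximal effect; plate controls were DMSO wells for no effect and full inhibition by NEM control for full effect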
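USP2 core (10nM final) preincubated 30min RT with compound in 20mM Tris-HCl pH 8.0, 2mM CaCl2, 2mM beta-mercaptoethanol, 0.05% CHAPS; 25nM Ub-CHOP2 plus 25nM reporter substrate added, fluorescence (Ex485/Em531) read after 60min.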
TRPV1 ag – HTS Assay for Compounds that Act as Agonists of the Vanilloid Receptor 1; Transient receptor potential cation channel subfamily V member 1 (Homo sapiens), Q8NER1; 320,000 compounds, 0.19% hits; TRPV1-expressing cells, Fluo-8 calcium influx, agonist mode; activation, % at 8.33 µM; in the data active means activation above about 80%; inconclusive means between about 30% and that limit; further: 0% is about no effect
Target sequence (Q8NER1 whole entry, looked up): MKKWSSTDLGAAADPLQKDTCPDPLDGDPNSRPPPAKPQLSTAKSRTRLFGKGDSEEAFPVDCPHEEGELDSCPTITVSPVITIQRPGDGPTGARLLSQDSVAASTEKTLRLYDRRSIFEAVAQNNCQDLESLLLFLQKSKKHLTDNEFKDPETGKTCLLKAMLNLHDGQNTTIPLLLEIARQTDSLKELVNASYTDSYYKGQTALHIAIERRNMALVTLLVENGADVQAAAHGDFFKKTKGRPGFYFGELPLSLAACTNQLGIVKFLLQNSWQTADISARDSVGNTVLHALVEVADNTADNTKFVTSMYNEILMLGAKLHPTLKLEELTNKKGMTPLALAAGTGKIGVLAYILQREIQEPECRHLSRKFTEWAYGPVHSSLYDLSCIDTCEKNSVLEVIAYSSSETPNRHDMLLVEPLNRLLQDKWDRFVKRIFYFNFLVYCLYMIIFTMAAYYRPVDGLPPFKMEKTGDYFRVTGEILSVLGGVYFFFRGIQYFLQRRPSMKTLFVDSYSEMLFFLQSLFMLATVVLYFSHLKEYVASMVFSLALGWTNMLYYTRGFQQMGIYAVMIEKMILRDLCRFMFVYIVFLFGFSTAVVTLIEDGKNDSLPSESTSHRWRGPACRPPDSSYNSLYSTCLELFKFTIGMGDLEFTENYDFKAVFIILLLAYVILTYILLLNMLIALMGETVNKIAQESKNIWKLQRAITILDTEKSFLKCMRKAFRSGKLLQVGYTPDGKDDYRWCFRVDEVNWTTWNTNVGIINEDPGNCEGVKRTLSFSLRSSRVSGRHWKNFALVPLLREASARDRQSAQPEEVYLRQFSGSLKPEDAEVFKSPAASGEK
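TRPV1-expressing cells were cultured overnight at 35.5C and loaded with Fluo-8 calcium dye for 40 to 90 min at room temperature. After a 10 s baseline, compound was added and calcium influx was read kinetically for 3 min (ex 480/em 520 nm).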
KCNH2 3.1 inh – qHTS for Inhibitors of KCHN2 3.1: Mutant qHTS | activity change, % (tested at about 1.8 µM) | U2OS KCNH2 3.1, thallium flux FluxOr; hits give low values | Potassium voltage-gated channel subfamily H member 2, brain isoform KCNH2 3.1 (human) | 340,000 compounds, 0.95% hits;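 active means maximum activity change below -70%; inconclusive means maximum activity change from -70% to -50%; inactive means maximum activity change above -50%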;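 further: thallium influx rate constant from kinetic fluorescence after stimulation buffer; on the % scale 0 is the no-effect control and ±100 the full control effect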
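Virally transduced U2OS (3.1 isoform, 4 h infection in dark at RT) → overnight 37 C → FluxOr + Red40 in HBSS/HEPES, 45 min → stimulation buffer, 2 min kinetic read → rate constant vs DMSO controls.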
GALK inh – qHTS Assay for Inhibitors of Human Galactokinase (GALK); Potency, µM (highest dose often 57.5 µM), without a hit: at the top dose activity change, negative = inhibition, most hits filed as inhibitors; P51570; AID 1868, 2009; Purified GALK, Kinase-Glo residual ATP luminescence; 270,000 compounds, 0.007% hits; further: potency means the concentration at half of the fitted maximal effect; on the % scale 0 is the no-effect control and ±100 the full control effect
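Luminescence from leftover ATP (Ultra-Glo luciferase/luciferin) served as read-out after a 1 h room-temperature reaction of 5 nM GALK with 35 uM ATP and 100 uM galactose.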
Giardia kill – Small Molecules that selectively kill Giardia lamblia: qHTS; Giardia lamblia trophozoite viability; activity change, % at 7.66 µM, hits read low; 340,000 compounds, 0.15% hits; in the data active means activity change below about -80%; inconclusive means between about -30% and that limit;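 further: parasites exposed to compound for two days anaerobically before the ATP read; on the % scale 0 is the no-effect control and ±100 the full control effect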
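Giardia lamblia trophozoites (100 cells/well) were incubated with compounds for 48 h at 37 deg C under anaerobic conditions. Viability was read as ATP content by one-step luminescence after 15-30 min at room temperature.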
KCNH2 WT inh – qHTS for Inhibitors of KCHN2 3.1: Wildtype qHTS. U2OS, BacMam KCNH2, thallium flux FluxOr; hits give low values. activity change, % at 1.84 µM. AID 720551, 2013. 340,000 compounds, 0.37% hits. Voltage-gated inwardly rectifying potassium channel KCNH2 (Homo sapiens), Q12809;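 active means maximum activity change below -70%; inconclusive means maximum activity change between -70% and -50%; inactive means maximum activity change above -50%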; further: on the % scale 0 is the no-effect control and ±100 the full control effect
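U2OS cells transduced with wild-type KCNH2 virus are loaded with FluxOr dye for 45 min, and thallium flux is measured in kinetic reads before and after stimulation buffer. Rate constants are normalized to DMSO controls.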
MLL CXXC-DNA inh – qHTS Fluorescence Polarization Assay for Inhibitors of MLL CXXC domain - DNA interaction. Histone-lysine N-methyltransferase 2A (Homo sapiens), Q03164. MLL-CXXC / FITC-HOXA9 DNA fluorescence polarization. Potency, µM (highest dose often 115 µM), inactives show top-dose activity change, negative = inhibition, actives largely listed as inhibitors. 290,000 compounds, 0.037% hits. AID 2662, 2010; active means well fitted inhibition curve with a large enough effect in the polarisation, with a control signal flat, not every such curve was filed as active; inconclusive means small, poorly fitted or top-dose-only effect, or effect the other way, or a change in a side signal; inactive means no such curve, though single readings can be large or run the other way; the % refers to the polarisation; further: potency means the concentration at half of the fitted maximal effect
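Steps: dispense CXXC domain solution (7 uM) → pin compounds or unlabeled HOX-A9 DNA control → 5 min ambient → add FLSN-HOX-A9 solution (50 nM) → spin → 30 min ambient → fluorescence polarization. Tris pH 7.5/NaCl/DTT/BSA buffer.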
Menin MLL FP TR – qHTS Assay for Inhibitors Targeting the Menin-MLL Interaction in MLL Related Leukemias: Competition With Texas Red Labeled MLL-derived Mutant Peptide; O00255; Menin + Texas Red MLL mutant peptide, fluorescence polarization; Potency, µM (highest dose often 61.6 µM), for the others: at the top dose FP activity change, negative = inhibition, usual class: inhibitors; 270,000 compounds, 0.23% hits; AID 1768, 2009; active means well fitted inhibition curve with a large enough effect in the polarisation, with a control signal flat, not every such curve was filed as active; inconclusive means small, poorly fitted or top-dose-only effect, or effect the other way, or a change in a side signal; inactive means no such curve, though single readings can be large or run the other way; the % refers to the polarisation; further: potency means the concentration at half of the fitted maximal effect; % of control where 0% means no effect; many of its hits are not listed in these tables
FBPA coupling cs – qHTS Assay for Inhibitors of Fructose-1,6-bisphosphate Aldolase from Giardia Lamblia: Coupling assay counterscreen. coupling enzyme system counterscreen, AmpLite Red fluorescence. activity change, negative = inhibition, % at 58.2 µM, hits read low. 290,000 compounds, 0.67% hits. AID 2472, 2010; in the data active means activity change below about -30%; further: on the % scale 0 is the no-effect control and ±100 the full control effect
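Coupling enzymes only (glyceraldehyde-3-phosphate) + compound, at 57.5 uM final, 10 min RT; add substrate/coupling/AmpLite Red mix, 20 min RT; fluorescence ex 525/em 598 nm. Actives flag coupling-system interference.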
PKM2 activator – qHTS Assay for Activators of Human Muscle isoform 2 Pyruvate Kinase; Pyruvate kinase PKM (Homo sapiens), P14618; purified PKM2, Kinase-Glo ATP luminescence, activation; response scale: 0% is enzyme alone, no compound; Potency, µM (titrated, usually from 57.5 µM), without a hit: top-dose activation, most hits filed as activators; 260,000 compounds, 0.34% hits; further: potency means the concentration at half of the fitted maximal effect; on the % scale 0 is the no-effect control and ±100 the full control effect; nearly all actives have a fitted effect of over 55% in size
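Kinase-Glo luminescence reports ATP generated from ADP (0.1 mM) and PEP (0.5 mM) by purified hPK-M2 after 1 h at room temperature, pH 7.2 imidazole buffer; intermediate enzyme activity allows detecting inhibitors and activators.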
Starred values were filed as active, the others as inactive; i = inactive; u = inconclusive; x = no result given; [ ] = dose if it differs, or a comment. Unless noted, the call rests on the fitted dose curve; in most records, active means well fitted curve in the direction sought with a large enough effect; inconclusive means small, poorly fitted or top-dose-only effect, or another doubt; inactive means no such curve, though single readings can be large; an effect the other way counts as inactive or inconclusive.

The line under a structure holds: FBPA coupling cs	B2AR arrestin	GALK inh	Menin MLL FP TR	USP2a inh	MLL CXXC-DNA inh	KCNH2 WT inh	PKM2 activator	Giardia kill	TRPV1 ag	KCNH2 3.1 inh
Cc1nc2sc(-c3ccccc3)nn2c(=O)c1Br
  0	-1.0%	x	1%	5%	-4%	-1	-22%	-12	0	9
CC1CCN(S(=O)(=O)c2ccc(Oc3ccc([N+](=O)[O-])cc3)cc2)CC1
  0	0.4%	-3%	0%	1%	-1%	-1	0%	-8	-1	-33
CC(C)CN=c1cc(-c2ccccc2)oc2ccc(Cl)cc12
  -4	-0.2%	x	3%	0%	-5%	-3	-10%	-8	u	-10
CC(=O)Nc1cccc(Oc2ccc([N+](=O)[O-])cc2Cl)c1
  -16	0.1%	5%	u	-2%	14%	i	-23%	-13	u	2
COc1cccc(Nc2nc(N)nc(CCl)n2)c1
  0	0.1%	-3%	x	1%	-3%	1	0%	-11	-1	0
O=C(Cn1cnc2ccccc2c1=O)N1CCOCC1
  1	-1.2%	-2%	0%	1%	15%	6	2%	-10	-3	11
O=C(N/N=C/c1cc(Cl)ccc1O)c1ccccc1Br
  1	0.2%	1%	u	-1%	9%	-12	7%	13	8	21
CCn1ncc(/C=C/C(=O)c2ccccc2)c1C
  -1	1.7%	2%	2%	0%	2%	1	-14%	4	u	-19
COC(=O)c1cc(C(=O)NCCC(C)C)cc([N+](=O)[O-])c1
  0	0.3%	6%	3%	1%	3%	-3	-1%	2	20	4
CC1(C)CC(=O)C=C(N2CCCC2)C1
  -5	-0.3%	0%	8%	0%	14%	-2	3%	-8	-6	9
CC1(C)CC(CCNC(=O)c2ccco2)CC(C)(C)N1
  1	0.3%	1%	-1%	3%	-4%	14	1%	-14	1	0
CCOC(=O)C1Oc2ccccc2C(c2ccc(OC)cc2)=C1C(=O)OC (stereo not given)
  0	-0.8%	x	-9%	6%	x	-2	x	-17	x	-1
Cc1ccc2cc(CN(CC(C)C)S(=O)(=O)c3ccccc3)c(=O)[nH]c2c1
  1	0.5%	6%	-8%	6%	15%	-25	0%	-17	u	-11
COc1ccc(C(=O)NCCN2CCCC2)cc1OC
  -3	-0.3%	1%	0%	2%	-8%	23	0%	-4	0	11
COc1ccc2nc3c(nc2c1)CCCC3
  -1	-0.5%	2%	-28%	-5%	13%	12	x	-8	1	-5
CCCOc1ccc(C(C)(O)CN2CCOCC2)cc1 (stereo not given)
  3	-1.5%	0%	-5%	2%	-5%	2	1%	8	3	5
Cc1nc2scc(C)n2c(=O)c1S(=O)(=O)NCCc1ccc(Cl)cc1
  1	-0.6%	5%	0%	3%	-5%	3	10%	-2	7	6
O=C(NCCc1ccc(Cl)cc1)C1CCC(=O)N(C2CCCCCC2)C1 (stereo not given)
  1	0.2%	-4%	-6%	2%	3%	8	x	48[activator]	-1	-3
Cc1cc(OCC(=O)Nc2ccc(N3CCN(C)CC3)cc2)ccc1Cl
  1	0.2%	0%	-6%	1%	6%	61	-4%	10	22	-26
CC1CCN(C(=O)CN2C(=O)NC3(CCC(C)CC3)C2=O)CC1 (stereo not given)
  x	4.5%	x	x	1%	x	-6	x	-7	2	6

Next section (4 carried over from the part before).
The line under a structure holds: FBPA coupling cs	B2AR arrestin	GALK inh	Menin MLL FP TR	USP2a inh	MLL CXXC-DNA inh	KCNH2 WT inh	PKM2 activator	Giardia kill	TRPV1 ag	KCNH2 3.1 inh
Cc1nc2scc(C)n2c(=O)c1S(=O)(=O)NCCc1ccc(Cl)cc1
  1	-0.6%	5%	0%	3%	-5%	3	10%	-2	7	6
O=C(NCCc1ccc(Cl)cc1)C1CCC(=O)N(C2CCCCCC2)C1 (stereo not given)
  1	0.2%	-4%	-6%	2%	3%	8	x	48[activator]	-1	-3
Cc1cc(OCC(=O)Nc2ccc(N3CCN(C)CC3)cc2)ccc1Cl
  1	0.2%	0%	-6%	1%	6%	61	-4%	10	22	-26
CC1CCN(C(=O)CN2C(=O)NC3(CCC(C)CC3)C2=O)CC1 (stereo not given)
  x	4.5%	x	x	1%	x	-6	x	-7	2	6
CCOC(=O)CNC(=O)CSc1nc2c(C)cccc2cc1CC
  6	0.1%	4%	-13%	1%	-13%	-13	0%	-6	28	-3
COC(=O)c1ccc(OCCCCN2CC(C)OC(C)C2)cc1 (stereo not given)
  0	0.1%	0%	u	3%	16%	-3	-3%	-11	7	-11
Cc1ccc([N+](=O)[O-])cc1NC(=O)C[n+]1ccccc1
  -1	0.2%	6%	0%	4%	2%	-11	-1%	5	2	2
O=C(NCc1ccc2c(c1)OCO2)C1CCCN1S(=O)(=O)c1ccc(Cl)cc1 (stereo not given)
  1	-0.1%	-2%	4%	0%	0%	-3	-12%	-27	0	-34
COc1ccccc1NC(=O)/C=C/c1ccc2c(c1)OCO2
  -6	-1.0%	-1%	9%	-4%	8%	x	-8%	-4	u	-16
COc1ccc(-c2ccnc3nc(/N=C/N(C)C)nn23)cc1
  0	0.2%	0%	-8%	3%	7%	x	-7%	-13	u	-13
Cc1ccc(-n2nc3c(c2NC(=O)c2ccc(S(=O)(=O)N4CCOCC4)cc2)CSC3)c(C)c1
  0	0.1%	-5%	-10%	2%	-6%	-15	-2%	-1	2	-24
CC(C)Nc1nc(Oc2cccc(Cl)c2Cl)cc(C(F)(F)F)n1
  -5	0.4%	-1%	-4%	1%	-1%	0	14%	3	1	8
CCN1C(=O)[C@H]2[C@@H](c3ccc(-c4ccc5c(c4)OCO5)cc3)N3CCC[C@@]3(C(=O)OC)[C@H]2C1=O
  x	0.1%	x	x	-1%	x	9	x	6	-2	2
CCN(C(=O)Cc1c(C(=O)O)n(CC)c2ccccc12)c1cccc(C(F)(F)F)c1
  -4	-1.0%	1%	u	2%	9%	-3	x	-3	-2	-23
NC(=O)c1ccc(Br)c(S(=O)(=O)N2CCCCC2)c1
  1	-0.2%	-3%	14%	-2%	7%	6	1%	-17	0	20
N#Cc1c(-c2ccccc2)cc(C2CC2)nc1N
  1	4.6%	4%	u	2%	-9%	27	5%	-4	-2	7
Cc1ccc(OCC(=O)NCc2ccccc2)c([N+](=O)[O-])n1
  3	-0.5%	2%	-5%	3%	8%	0	-5%	-14	2	-5
Nc1nc(SCC(=O)N2CCCC2)[nH]c(=O)c1-c1ccccc1
  1	-0.2%	0%	-2%	0%	3%	5	-7%	-2	-2	-2
CCOC(=O)C(CCCCCCP(=O)(c1ccccc1)c1ccccc1)NC(C)=O (stereo not given)
  1	-0.9%	-7%	x	-3%	0%	-10	1%	-2	1	-8
COc1cccc(-n2nnc3c(=O)n(Cc4ccc(Cl)cc4)cnc32)c1
  4	-0.1%	-1%	24%	-7%	4%	7	1%	0	1	1
CCc1cccc(C)c1NC(=O)CN1C(=O)NC(CCc2ccccc2)C1=O (stereo not given)
  x	0.3%	x	x	1%	x	-3	x	10	x	-4
CC(NC(=O)CN1C(=O)COc2ccccc21)c1ccccc1 (stereo not given)
  3	0.6%	0%	-6%	-2%	-7%	5	-20%	-7	1	-15
Nc1ccc2oc(-c3cccs3)nc2c1
  0	-0.6%	3%	6%	3%	3%	4	-8%	-5	-1	7

Not all compounds are listed, so the mix of outcomes need not match the whole.
